ALDH1A1 block = qHTS Assay for Inhibitors of Aldehyde Dehydrogenase 1 (ALDH1A1). Purified ALDH1A1, NADH fluorescence, propionaldehyde substrate. Aldehyde dehydrogenase 1A1 (Homo sapiens), P00352. AID 1030, 2008. 7.3% of 220,000 active. Potency, µM (series often up to 75.3 µM), without a hit: at the highest dose activity, negative = inhibition, actives largely listed as inhibitors; active = well fitted inhibition curve with a large enough effect, not every such curve was filed as active; inconclusive = small, poorly fitted or top-dose-only effect, or another doubt; inactive = no such curve, though single readings can be large or run the other way;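 also: plate controls were no enzyme wells and a reference inhibitor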
Target sequence (P00352 whole entry, looked up): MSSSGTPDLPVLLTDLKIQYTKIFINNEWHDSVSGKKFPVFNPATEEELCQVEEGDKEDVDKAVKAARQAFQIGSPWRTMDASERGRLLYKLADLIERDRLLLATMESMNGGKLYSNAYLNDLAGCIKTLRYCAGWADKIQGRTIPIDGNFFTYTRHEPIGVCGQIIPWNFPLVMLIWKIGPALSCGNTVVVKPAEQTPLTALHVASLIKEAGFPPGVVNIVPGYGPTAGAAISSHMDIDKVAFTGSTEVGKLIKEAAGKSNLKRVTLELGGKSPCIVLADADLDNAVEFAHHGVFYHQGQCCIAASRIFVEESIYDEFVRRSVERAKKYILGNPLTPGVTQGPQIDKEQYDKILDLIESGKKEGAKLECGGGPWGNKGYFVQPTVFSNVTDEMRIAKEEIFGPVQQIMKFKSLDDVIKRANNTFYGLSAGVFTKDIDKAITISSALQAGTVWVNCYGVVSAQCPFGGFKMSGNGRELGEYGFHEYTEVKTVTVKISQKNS
aGlu spleen mod = qHTS Assay for Inhibitors and Activators of Human alpha-Glucosidase From Spleen Homogenate; Lysosomal alpha-glucosidase (Homo sapiens), P10253; human spleen homogenate, 4-MU-alpha-glucoside fluorescence; Potency, µM (titrated, usually from 79.9 µM), inactives show top-dose activity change, negative = inhibition, most hits filed as inhibitors; 0.006% of 240,000 active;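 also: 0% = enzyme with vehicle and -100% = no enzyme basal signal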
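Compounds were titrated against alpha-glucosidase in spleen homogenate at pH 5.0, with 1 mM 4-methylumbelliferyl substrate for 40 min at 37 C. Reactions were quenched with pH 10 NaOH/glycine and fluorescence measured.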
GAA inhib = qHTS Assay for Inhibitors of Human alpha-Glucosidase as a Potential Chaperone Treatment of Pompe Disease; Lysosomal alpha-glucosidase (Homo sapiens), P10253; purified human GAA, 4-MU-alpha-glucoside fluorescence; Potency, µM (titrated, usually from 76.9 µM), for the others: at the highest dose activity change, negative = inhibition, hits mostly inhibitors; 0.005% of 200,000 active;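 also: plate controls were uninhibited enzyme wells for no effect and no-enzyme background for full effect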
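Fluorogenic assay: 4 nM human alpha-glucosidase with 400 uM 4-methylumbelliferyl-alpha-D-pyranoside in 50 mM citrate/phosphate, 0.005% Tween-20, pH 5.0, 20 min at room temperature. Compounds tested up to 77 uM; AC50 from Hill fits.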
Epigenetic reg = Quantitative High-Throughput Screen for Regulators of Epigenetic Control; murine LDR cells, GFP reporter derepression, 30 h; Potency, µM (top dose mostly 53.9 µM), inactives show top-dose GFP activation, most hits filed as activators; 0.2% of 280,000 active; AID 1865, 2009; also: % of control where 0% means no effect; nearly all actives have a fitted effect of over 60% in size
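Readout is the number of GFP-expressing murine LDR cells, counted by cytometry following washing. Cells were treated with compound for 30 h at 37 C; the stably integrated CMV-GFP locus is normally silent.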
Tau fluor cs = Counterscreen qHTS for Inhibitors of Tau Fibril Formation, Fluorescence Polarization; tau K18 P301L Alexa594 fluorescence, heparin fibrillization; Potency, µM (titrated, usually from 57.7 µM), without a hit: top-dose activity change, negative = decrease; 0.93% of 280,000 active; also: % is scaled to controls: 0 for no effect and ±100 for the full control effect; nearly all actives have a fitted effect of over 55% in size
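Human tau K18 P301L (15 uM unlabeled, 0.24 uM Alexa 594-labeled) in 100 mM sodium acetate pH 7 with 20 uM heparin, 6 hr at 37 C. ThT 30 uM added, 1 hr ambient; Alexa 594 FP and total fluorescence read at 555/632 nm.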
NPSR antag = qHTS Assay for Antagonists of the Neuropeptide S Receptor: cAMP Signal Transduction; Q6W5P4; CHO-NPSR cells, cAMP TR-FRET, antagonist mode; Potency, µM (titrated, usually from 38.3 µM), without a hit: at the top dose activity change, negative = inhibition, actives largely listed as inhibitors; 1% of 220,000 active; also: % is scaled to controls: 0 for no effect and ±100 for the full control effect; nearly all actives have a fitted effect of over 50% in size; many of its hits are not listed in these tables
Target sequence (Q6W5P4 whole entry, looked up): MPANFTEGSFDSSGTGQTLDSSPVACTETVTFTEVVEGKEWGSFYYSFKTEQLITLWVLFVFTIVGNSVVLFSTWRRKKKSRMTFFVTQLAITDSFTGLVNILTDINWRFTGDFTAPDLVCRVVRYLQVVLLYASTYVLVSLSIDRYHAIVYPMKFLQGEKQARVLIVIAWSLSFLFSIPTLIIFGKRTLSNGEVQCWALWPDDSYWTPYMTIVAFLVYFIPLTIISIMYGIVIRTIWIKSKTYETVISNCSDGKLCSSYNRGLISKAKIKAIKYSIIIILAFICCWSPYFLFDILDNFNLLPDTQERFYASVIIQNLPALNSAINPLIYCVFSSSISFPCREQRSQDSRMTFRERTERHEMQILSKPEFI
GAA glycogen = qHTS Assay for Inhibitors and Activators of Human alpha-Glucosidase Cleavage of Glycogen; recombinant GAA, glycogen substrate, Amplex Red glucose oxidase fluorescence; Potency, µM (highest dose often 76.4 µM), for the others: at the top dose activity change, negative = inhibition, hits mostly inhibitors; 0.38% of 300,000 active;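 also: 0% = full enzyme reaction and -100% = no-enzyme basal signal; the screen sought inhibitors and activators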
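Recombinant human alpha-glucosidase (4 nM final) hydrolysed bovine liver glycogen (30 ug) for 40 min at 37 C in pH 5.0 citrate/phosphate with 0.01% Tween-20. Released glucose detected by glucose oxidase/Amplex Red, Ex 573/Em 610 nm. Compounds up to 77 uM; AC50 from Hill fits.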
aGal spleen mod = qHTS Assay for Inhibitors and Activators of Human alpha-Galactosidase From Spleen Homogenate | Alpha-galactosidase A (Homo sapiens), P06280 | Potency, µM (top dose mostly 80 µM), inactives show at the top dose activity change, negative = inhibition, actives largely listed as inhibitors | 0.008% of 240,000 active | human spleen homogenate, 4MU-alpha-Gal fluorescence, 40 min;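 also: 0% = enzyme with vehicle and -100% = no enzyme basal signal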
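Inhibition or activation of alpha-galactosidase in human spleen homogenate is scored by 4-MU fluorescence after 40 min at 37C, pH 5.0, with 1 mM substrate. AC50s come from concentration-response fitted to the Hill equation.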
* hit, by the source's call; ? = inconclusive; . = no result given; [ ] = dose if it differs, or a comment. Unless noted, calls follow the shape of the dose curve; as a rule, active = well fitted curve in the direction sought with a large enough effect; inconclusive = small, poorly fitted or top-dose-only effect, or another doubt; inactive = no such curve, though single readings can be large; an effect the other way counts as inactive or inconclusive. Potency is read from the fitted curve at half-maximal effect. Not all compounds are listed; rates above refer to the full screens.

No.	SMILES	aGlu spleen mod	GAA inhib	Tau fluor cs	Epigenetic reg	NPSR antag	ALDH1A1 block	GAA glycogen	aGal spleen mod
1	CCc1ccc(NC(=O)N(CCCOC(C)C)C2CCN(C(C)=O)CC2)cc1	-4.5%	3.1%	-4.9%	6.4%	17.9%[46.1 µM]	?	0.5%	1.4%
2	O=C(NCCc1ccccc1)c1ccc(-n2cnnn2)cc1	-4.9%	?	0.0%	1.1%	-9.0%[46.1 µM]	7.6%	4.8%	-5.4%
3	CCOc1ccc(NC(=O)C2C3CC/C=C\CCC32)cc1 (stereo unspecified)	-1.3%	.	-19.7%	0.0%	-0.1%	.	7.7%	-5.8%
4	CCN1CCC2(CCN(Cc3cn[nH]c3-c3ccc(OC)c(F)c3)C2)C1 (stereo unspecified)	2.9%	6.0%	1.2%	4.5%	-12.0%	-5.1%	-5.3%	9.9%
5	COc1ccccc1OCC(O)Cn1c(Br)nc2c1c(=O)[nH]c(=O)n2C (stereo unspecified)	-2.6%	-6.7%	5.9%	2.4%	3.6%[46.1 µM]	4.8%	2.5%	-0.2%
6	Cc1ccc(/C([O-])=C(/C(=S)Nc2ccc(SC(F)F)cc2)[n+]2ccccc2)cc1[N+](=O)[O-]	4.4%	-1.1%	?	-0.5%	-10.4%	4.47µM*	-6.7%	6.9%
7	CN(c1ccccc1C(=O)NC1CC2CCC1C2)S(=O)(=O)c1ccccc1 (stereo unspecified)	-6.8%	-3.6%	-1.7%	-1.0%	3.9%	3.6%	-2.7%	-1.8%
8	COc1cc(/C=N/Nc2nc(Nc3ccccc3)nc(-n3nc(C)cc3C)n2)cc(OC)c1OC	5.4%	-11.5%	?	-0.8%	-24.2%	-7.6%	-1.8%	12.6%
9	COc1cccc(NC(=O)C2CC2(c2cccc(OC)c2)c2cccc(OC)c2)c1 (stereo unspecified)	-8.7%	1.9%	-0.2%	1.0%	-35.8%	15.1%	7.5%	-3.3%
10	Cc1cccc(C)c1NC(=O)Cn1c(CN2CCCCC2)nc2ccccc2c1=O	-5.2%	-3.3%	-0.4%	-12.6%	2.8%[46.1 µM]	-13.8%	7.2%	0.7%
11	C=C(C)COc1ccc2c(C)c(CC(=O)OC)c(=O)oc2c1C	-6.9%	-1.4%	-12.0%	0.0%	-25.5%[46.1 µM]	?	-2.7%	2.3%
12	O=C(CN1CCN(S(=O)(=O)c2ccccc2)CC1)Nc1ccccc1C(=O)c1ccccc1	-2.8%	-14.0%	-16.5%	-1.9%	-44.2%	?	-16.3%	-1.0%
13	CCOc1[nH]n(-c2ccccc2)c(=O)c1C=NCC(=O)OC	.	0.9%	0.1%	-1.3%	2.5%	-4.9%	-2.2%	-13.3%
14	C=CCNC(=O)c1onc(CSc2ccc(Cl)cc2)c1C(=O)O	-12.7%	9.9%	3.7%	0.9%	-2.6%[46.1 µM]	7.5%	5.0%	5.2%
15	COc1ccc(NC(=O)c2cc3c(Cl)nc4ccccc4c3s2)cc1OC	-9.9%	-8.8%	4.47µM*[quencher]	0.0%	-7.5%	2.5%	3.3%	-9.0%
16	c1cn(CC2(Cn3ccnc3)COC2)cn1	-1.9%	-2.9%	0.5%	2.3%	-7.2%[46.1 µM]	8.5%	-17.0%	-2.6%
17	O=C(CNC(=O)c1ccco1)OCc1c(F)cccc1Cl	-3.2%	6.0%	-1.1%	-2.3%	-6.9%[46.1 µM]	13.7%	8.5%	7.0%
18	Cc1cccc(C(=O)NCC(=O)N2CC(=O)Nc3ccccc32)c1	.	3.0%	1.0%	-2.2%	0.0%	?	1.3%	-15.5%
19	CC(=O)OC1CCC2(C)C(CCC3(C)C2C(=O)C=C2C4CC(C)(C(=O)OCCN5CCCCC5)CCC4(C)CCC23C)C1(C)C (stereo unspecified)	-8.4%	.	-9.5%	1.6%	.	1.9%	.	2.1%
20	CCOC(=O)c1c(NC(=O)C(=O)N/N=C/c2ccc(O)c(OC)c2)sc2c1CCCCC2	-7.9%	1.1%	?	0.0%	-25.3%	?	-2.1%	-5.4%
21	COc1ccc(N2CC(O)=C(c3n(C)c4ccccc4[n+]3C)C2=N)cc1	-5.5%	0.4%	-4.9%	4.2%	5.1%[46.1 µM]	5.3%	-7.7%	0.4%
22	NC(=O)c1ccc[n+]([C@@H]2OC(COP(=O)([O-])OP(=O)(O)OCC3OC(n4cnc5c(N)ncnc54)C(OP(=O)(O)O)C3O)C(O)C2O)c1 (stereo partly specified)	-10.6%	.	-14.3%	4.0%	.	?	.	-6.6%
23	C[N+]1(CCN2C(=O)C3CC=C(Cl)CC3C2=O)CCOCC1 (stereo unspecified)	-4.8%	-5.2%	-9.6%	1.5%	-15.9%[46.1 µM]	-2.0%	10.7%	4.5%
24	COCCOC(=O)C1=C(C)N=C2SCCC(=O)N2C1c1cccc(Br)c1 (stereo unspecified)	-7.2%	-3.2%	-6.3%	-1.1%	-23.3%[46.1 µM]	?	-20.0%	-8.1%
25	CCCCOc1ccccc1C1C(C(=O)OC)=C(C)N(C)C(C)=C1C(=O)OC	-6.5%	-9.4%	-4.4%	-1.0%	-17.6%[46.1 µM]	1.6%	?	-1.6%
26	CCCCCOP(=O)(OCCCCC)C1(NS(=O)(=O)c2ccccc2)C=CC(=O)c2ccccc21 (stereo unspecified)	4.9%	-1.9%	-8.6%	2.1%	10µM*	6.4%	-9.5%	9.2%
27	CCn1c(=O)c(C2=NS(=O)(=O)c3ccccc3N2)c(O)c2ccccc21	1.0%	0.4%	7.2%	-3.7%	-24.1%[7.67 µM]	10.4%	-6.8%	9.1%
28	Cc1cc(C)c(NC(=S)N(CCc2ccncc2)C(C)C)c(C)c1	-12.2%	3.0%	-3.6%	1.6%	-11.2%	12.0%	-8.1%	-4.9%
29	O=C(c1cc2ccccc2c(=O)o1)N1CCCCCC1	0.4%	-0.1%	-1.7%	1.4%	11.7%	?	3.9%	7.3%
30	CC(C)(C)NC(=O)C1CCN(S(=O)(=O)c2ccc(Br)cc2)CC1	-7.5%	1.4%	-1.5%	0.0%	-17.1%[46.1 µM]	5.9%	3.8%	-3.8%

New compounds follow
No.	SMILES	aGlu spleen mod	GAA inhib	Tau fluor cs	Epigenetic reg	NPSR antag	ALDH1A1 block	GAA glycogen	aGal spleen mod
31	CCOC(=O)C1=C(C)Nc2nc(C)nn2C1c1ccc(OCC)c(OC)c1 (stereo unspecified)	-3.5%	.	-0.7%	-1.2%	18.2%	-2.4%	7.3%	-1.5%
32	COc1ccc(NC(=O)CC(C)C)c(OC)c1	-11.7%	-6.8%	-12.6%	-1.7%	-5.1%[46.1 µM]	6.9%	-13.9%	-0.8%
33	Cc1ccccc1Cn1c(CN2CCc3ccccc3C2)nc2c1c(=O)n(C)c(=O)n2C	-10.3%	2.8%	8.3%	1.0%	-9.9%[46.1 µM]	31.6µM*	10.3%	0.5%
34	CC(O)C(C(=O)OCc1ccc([N+](=O)[O-])cc1)N1C(=O)c2ccccc2C1=O (stereo unspecified)	-6.6%	.	.	.	.	5.1%	-6.1%	-1.5%
35	CCc1cccc(NC(=O)CN(C)S(=O)(=O)c2cccs2)c1	-2.0%	-7.6%	-13.3%	-5.4%	0.0%	-1.7%	-10.6%	3.5%
36	O=C(O)Cn1ncc2c1-c1ccoc1CC2	-2.9%	-1.2%[15.4 µM]	-13.7%	11.7%	14.0%[46.1 µM]	-7.0%	-7.5%	-1.7%
37	CCOC(=O)N1CCC(N(CCOC)C(=O)Nc2ccc(Cl)cc2)CC1	-3.2%	-6.9%	-8.9%	-2.1%	-11.3%[46.1 µM]	14.4%	5.6%	1.6%
38	Cc1ccc(C(=O)N2CCC(C(N)=O)CC2)cc1C	-5.3%	0.9%	17.6%	0.0%	8.8%[46.1 µM]	?	6.8%	1.6%
39	Cc1cc(C)n(-c2nnc(C)n2/N=C/c2ccc(O)cc2)n1	3.4%	2.6%	12.4%	-0.6%	1.1%	?	1.9%	-2.5%
40	O=C(Nc1ccncc1)c1cccc(F)c1	-1.9%	-1.5%	-2.9%	0.0%	-10.8%[46.1 µM]	6.5%	0.4%	-6.9%
41	CCOc1ncccc1C(=O)OC(C)C(=O)Nc1ccc(CC)cc1 (stereo unspecified)	0.8%	4.0%	-6.7%	-1.6%	-15.3%	-2.8%	8.3%	-5.3%
42	COc1ccc(NC(=O)Nc2ccccc2SC)c(OC)c1	0.2%	2.6%	-15.9%	-4.6%	5.4%	2.2%	1.8%	5.4%
43	O=c1c2oc3ccccc3c2ncn1Cc1ccc(F)cc1	-4.1%	-5.7%	-2.2%	-4.4%	20.0%	5.7%	8.5%	-4.9%
44	COC(=O)CCCC1=CC2=C(c3ccccc3)C(=O)C(C)(OC(=O)C3CCCC3)C(=O)C2=CN1Cc1ccco1 (stereo unspecified)	0.8%[17.4 µM]	.	2.9%[11.6 µM]	3.2%	-13.4%	-12.5%[13.5 µM]	-1.4%	-14.0%[17.5 µM]
45	COc1ccc(NC(=O)CN2CCC(C(N)=O)(N3CCCCC3)CC2)c(OC)c1	-3.7%	-14.5%	-4.7%	-5.8%	2.1%	-8.8%	8.3%	-2.2%

Part of the list above in order of number of heavy atoms, descending:
No.	SMILES	aGlu spleen mod	GAA inhib	Tau fluor cs	Epigenetic reg	NPSR antag	ALDH1A1 block	GAA glycogen	aGal spleen mod
33	Cc1ccccc1Cn1c(CN2CCc3ccccc3C2)nc2c1c(=O)n(C)c(=O)n2C	-10.3%	2.8%	8.3%	1.0%	-9.9%[46.1 µM]	31.6µM*	10.3%	0.5%
34	CC(O)C(C(=O)OCc1ccc([N+](=O)[O-])cc1)N1C(=O)c2ccccc2C1=O (stereo unspecified)	-6.6%	.	.	.	.	5.1%	-6.1%	-1.5%
42	COc1ccc(NC(=O)Nc2ccccc2SC)c(OC)c1	0.2%	2.6%	-15.9%	-4.6%	5.4%	2.2%	1.8%	5.4%
38	Cc1ccc(C(=O)N2CCC(C(N)=O)CC2)cc1C	-5.3%	0.9%	17.6%	0.0%	8.8%[46.1 µM]	?	6.8%	1.6%

High-throughput results: PubChem, National Center for Advancing Translational Sciences (NCATS)
